From PubChem BioAssay
aSyn yeast rescue: qHTS of alpha-syn Inhibitors: NCGC Sytravon Library Screen. S. cerevisiae alpha-synuclein toxicity rescue, BacTiter-Glo growth, 24 h. 94,000 tested, 0.02% active. Potency, µM (titrated, usually from 46.1 µM), for inactives: at the highest dose growth rescue (activation), usual class: activators; active = well fitted activation curve with a large enough effect; inconclusive = small, poorly fitted or top-dose-only effect; also: 0% is about no effect
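Growth restoration measured by BacTiter-Glo luminescence after 24 hr at 30 deg C; alpha-synuclein yeast, raffinose-pregrown to mid-log, were added at OD600=0.02 in galactose medium onto pinned compounds.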
Starred values were filed as active, the others as inactive; ? = inconclusive; [ ] = remark or other dose. Potency is read from the fitted curve at half-maximal effect. Not all compounds are listed; count on the stated rates, not on these rows.

cpd | SMILES | aSyn yeast rescue
1 | CC(=O)c1ccc(NC(=O)CSc2ccc(-c3cccs3)nn2)cc1 | -5.5%
2 | CCOc1ccc(OC(=O)c2cn(-c3cccc(OC)c3)c(=O)c3ccccc23)cc1 | 4.8%
3 | COc1cccc(CNC(=O)CCC2CCCN(C(=O)C3=CC(=O)CC(C)(C)O3)C2)c1 (stereo not given) | 1.4%
4 | CCOCCCNC(=O)c1c(NC(=O)c2cc(=O)c3cc(C)c(C)cc3o2)sc2c1CCC2 | -4.8%
5 | CCc1ccccc1NC(=O)C1(S(=O)(=O)c2ccc(Cl)cc2)CC1 | 5.3%
6 | O=C(CSc1nnc(CN2CCCC2)n1-c1ccc(F)cc1)c1ccc2c(c1)OCO2 | -8.0%
7 | Cc1ccc(NC(=O)c2oc3ccc(S(=O)(=O)N4CCCCCC4)cc3c2C)cc1Cl | -5.8%
8 | COc1ccc(Nc2ncnc3sc4c(c23)CCCC4)cc1 | -4.8%
9 | Cc1ccc2c(CN3CCCCC3C)cc(=O)oc2c1C (stereo not given) | -6.9%
10 | Cc1ccc2onc(CNC(=O)N3CCN(c4cccc(C(F)(F)F)c4)CC3)c2c1 | 0.6%
11 | Cc1ccc(-c2nn(-c3ccc(F)cc3)cc2C(=O)N(C)CC(=O)Nc2ccc(N3CCOCC3)cc2)cc1 | 14.6%
12 | Cc1ccc(Cc2c(-c3ccccc3)nc3cc(C)ccn23)cc1 | 0.4%
13 | COC(CSc1nc(N)c2c3c(sc2n1)CN(C)CC3)OC | 11.1%
14 | Nc1ccn([C@@H]2O[C@H](CNCc3ccc(Oc4cc(-n5cccn5)ncn4)cc3)[C@@H](O)[C@H]2O)c(=O)n1 | 3.0%
15 | COc1ccc(C(CNS(=O)(=O)c2ccc(C)cc2)N2CCN(C)CC2)cc1 (stereo not given) | 1.6%
16 | O=C(CCC(=O)c1cccs1)NNC(=O)c1ccccc1O | -3.3%
17 | Cc1ccc(C)c(Cn2cc(S(=O)(=O)c3ccc(Cl)cc3)c(=O)c3cc(F)ccc32)c1 | 6.0%
18 | O=C(/C=C/c1cccc([N+](=O)[O-])c1)c1ccco1 | 4.1%
19 | O=C(Cc1c(C(=O)O)[nH]c2ccccc12)Nc1cccc(C(F)(F)F)c1 | 0.7%
20 | COc1ccccc1S(=O)(=O)N(C)C[C@@H]1OCc2cnnn2CCCC(=O)N([C@@H](C)CO)C[C@@H]1C | 2.1%
21 | C/[N+]([O-])=C/c1c(OCc2ccc(Cl)cc2Cl)ccc2ccccc12 | 3.6%
22 | Nn1c(SCC(=O)NC2CCCC2)nnc1C(F)(F)F | 4.1%
23 | Cc1ccc(S(=O)(=O)NCc2ccc3c(c2)cc(C)n3C)cc1 | -3.0%
24 | O=C(NCCO)/C(=C\c1ccco1)NC(=O)c1cccs1 | -6.4%
25 | COc1ccccc1CNS(=O)(=O)c1ccc2[nH]c3c(c2c1)CCCCC3 | ?
26 | Cc1c(Cc2ccccc2)sc(NC(=O)C(C)(C)C)c1C(N)=O | -39.7%[inhibitor]
27 | COc1ccc2c(Sc3ccccc3)c(C(=O)N3CCC(C)CC3)[nH]c2c1 | ?
28 | Cc1cccn2c(=O)c3cc(C(=O)NCCCOC(C)C)sc3nc12 | -14.2%
29 | Cc1nnc(N2CCC(C(=O)NC3CCCCC3)CC2)c2nn(-c3ccccc3)c(C)c12 | -12.3%
30 | COc1cccc(CC(=O)Nc2nc(-c3ccc(F)c(F)c3)cs2)c1 | 2.7%
31 | COc1ccccc1NC(=O)COC(=O)c1cc2c(s1)CCC2 | 3.7%
32 | Cc1nnc(NC(=O)CSc2nnc(Cc3cccn3C)n2C)s1 | -1.9%
33 | COc1ccc2c(Sc3ccc(C)cc3)c(C(=O)NCC(C)c3ccccc3)[nH]c2c1 (stereo not given) | -8.3%
34 | COc1ccc(-c2n[nH]c3c2cnc2cc(OC)c(OC)cc23)cc1 | -9.7%
35 | O=C(Nc1ccc(Cl)cc1)c1ccc2c(c1)N(Cc1ccccc1)CCS2 | -7.1%
36 | CCOc1ccccc1/C=C(\C#N)C1=CCCC1 | 6.9%
37 | Cc1ccc2oc(=O)c3cnn(CC(=O)N4CCN(c5ccccc5F)CC4)c3c2c1 | 6.2%
38 | COc1ccc(NC(=O)c2ccc3snnc3c2)cc1OC | -0.5%
39 | O=C(CSc1nc2c([nH]c3ccccc32)c(=O)n1-c1cccc(Cl)c1)N1CCCC1 | 3.4%
40 | COc1c(Cl)cc(C(=O)Nc2cc(-c3nc4ccccc4[nH]3)ccc2C)cc1Cl | -33.9%[inhibitor]
41 | Cc1ccc(S(=O)(=O)c2nnn3c2nc(NCc2cccs2)c2sccc23)cc1 | -7.4%
42 | COc1cccc(NC(=O)CN(C)S(=O)(=O)c2cccs2)c1 | -6.5%
43 | C[C@H]1Cn2cnc(C(=O)N[C@H](C)c3ccccc3)c2C(=O)N1 | 6.5%
44 | CCOC(=O)c1nc(NNC(C)=O)sc1C | -0.8%
45 | COCCNC(=O)C1=CC(c2ccc3c(c2)OCO3)=NS(=O)(=O)N1C | -0.8%
46 | COc1ccc(C2CC(=O)N(Cc3cccc(F)c3)c3ccccc3S2)cc1 (stereo not given) | 21.0%
47 | CC1CCCCC1NC(=O)CN1CCC(NC(=O)C(C)(C)C)CC1 (stereo not given) | -4.5%
48 | O=C(NC1CC1)c1ccc(Cl)c(S(=O)(=O)N2CCOCC2)c1 | 3.9%
49 | COc1ccc(NC(=S)N(CCCN2CCCC2)Cc2cccn2Cc2ccc(Cl)cc2)cc1Cl | 6.1%
50 | CCCCOc1ccc(CNC(=O)c2ccc(NC(=O)N3CCSc4ncccc43)cc2)cc1 | 1.7%
51 | COc1cc(/C=N/NC(=O)CCN2CCCCC2)ccc1O | -3.0%
52 | CN1CCN(C(CNC(=O)C(=O)Nc2ccccc2C#N)c2ccc3c(c2)OCO3)CC1 (stereo not given) | 1.0%
53 | COc1cccc(CNC(=O)c2cc(S(=O)(=O)N3CCCCC3)ccc2C)c1 | 3.1%
54 | O=C(CSc1nc(-c2ccc(F)cc2)[nH]c1-c1ccc(F)cc1)Nc1ccc2c(c1)OCO2 | -7.2%
55 | CCOc1ccccc1CNC(=O)CCCN1C(=O)CCn2nc(-c3cccn3C)cc21 | 0.1%
56 | CC1(C)CC(=O)c2cc(-c3nc(-c4ccc(F)cc4)cs3)c(=O)[nH]c2C1 | 2.2%

Going on with the list:
cpd | SMILES | aSyn yeast rescue
57 | CCOc1cc(CNC(=O)c2sc3ncnc(N(C)C4CCCCC4)c3c2C)ccc1OC | 7.4%
58 | CSc1nc2c([nH]c3ccccc32)c(=O)n1-c1ccc(C)cc1 | 13.5%
59 | Cc1ccn2c(=O)cc(COc3cccc(NC(=O)Nc4cccc(Cl)c4C)c3)nc2c1 | -7.9%
60 | CN(CC(=O)Nc1ncn[nH]1)S(=O)(=O)c1ccc(Cl)cc1 | 8.5%
61 | CCOc1ccc(C(=O)c2oc3ccccc3c2NC(=O)c2cc(-c3ccc(C)cc3)on2)cc1 | -1.2%
62 | CCN1CCOC(=O)C1CC(=O)Nc1cc(Cl)ccc1C (stereo not given) | -86.7%[inhibitor]
63 | O=C(c1cnc(N2CCCCC2)c2ccccc12)N1CCN(c2ccc(Cl)cc2)CC1 | 16.3%
64 | CCOc1ccc(C(=O)NCCc2csc(-c3cccnc3)n2)cc1 | 5.6%
65 | O=C(Cn1cc2c(n1)CCCC2)NCC1CCCO1 (stereo not given) | -4.6%
66 | COc1cc(-c2nnc(SCC(=O)N(C)C3CCCCC3)o2)cc(OC)c1OC | 5.0%
67 | O=C(Cn1nnc(-c2ccccc2)n1)NNC(=O)c1ccccc1 | -0.4%
68 | CCOC(=O)N(C)C[C@H]1OCc2cnnn2CCCC(=O)N([C@H](C)CO)C[C@H]1C | -3.4%
69 | CC1=C(C(=O)Nc2ccc(Cl)cc2)C(c2ccccc2)n2ncc(C(=O)Nc3ccccc3)c2N1 (stereo not given) | -17.6%
70 | Cc1ccc(C)c(Cn2c(C3CC(=O)N(c4ccccc4C)C3)nc3ccccc32)c1 (stereo not given) | -27.8%
71 | O=C(CN1C(=O)COc2ccc(S(=O)(=O)N3CCCC3)cc21)N1CCN(c2ccccc2F)CC1 | 5.8%
72 | O=C(Cc1ccccc1)Nc1ccc(SC(F)F)cc1 | 1.5%
73 | Cc1ccc(NC(=O)Nc2cccc([N+](=O)[O-])c2)nc1 | -3.3%
74 | O=[N+]([O-])c1ccccc1S(=O)(=O)N(CC1CO1)c1ccccc1 (stereo not given) | 2.8%
75 | CCN(CC)S(=O)(=O)c1cccc(C(=O)N[C@H](C(=O)Nc2nc3ccccc3s2)C(C)C)c1 | -0.4%
76 | C#CCN(C[C@@H]1[C@@H](OC(=O)Nc2cccs2)[C@@H](OC(=O)Nc2cccs2)Cn2c(=O)ccc(=O)n21)S(=O)(=O)c1ccc(C)cc1 | -6.2%
77 | Cn1c(=O)c(Nc2ccc(Cl)cc2)c2c3c(cccc31)C(=O)c1ccccc1-2 | -1.5%
78 | CC1=C(C#N)C(=O)NC1(C)O (stereo not given) | 4.7%
79 | CCc1ccc(NC(=O)CCn2c(-c3ccc(OC)cc3)cc(C(C)=O)c2C)cc1 | 2.8%
80 | CN1CCN(CC(=O)Nc2c(C(=O)c3ccccc3)oc3ccccc23)CC1 | 2.0%
81 | COc1ccc2c(c1)cc1c(=O)n(CC(=O)NC(C)C)nc(C)n12 | 2.5%
82 | Cc1ccccc1Cn1c(=O)n(Cc2ccco2)c(=O)c2sc3ccccc3c21 | 1.5%
83 | COc1ccc(NS(=O)(=O)c2ccc(C)c(C(=O)NCCCn3ccnc3)c2)cc1 | 4.8%
84 | Cc1cc(C)c(S(=O)(=O)NCC(c2ccco2)S(=O)(=O)c2cccs2)c(C)c1 (stereo not given) | 0.9%
85 | CCC(=O)NCCc1nc2cc(NC(=O)c3cccc(Br)c3)ccc2n1C | -3.9%
86 | Cc1ccc(C(=O)Nc2ccccc2F)cc1S(=O)(=O)N1CCOCC1 | 2.6%
87 | COc1ccc(NC(=O)C2CCCN(S(=O)(=O)c3ccc4c(c3)CCCC(=O)N4)C2)cc1OC (stereo not given) | 3.7%
88 | Cc1ccc(S(=O)(=O)c2c(Nc3ccc(C)c(C)c3)sc(C(=O)c3ccc4c(c3)OCO4)c2N)cc1 | -1.0%
89 | COc1cccc(-c2cc(C(=O)NCc3ccccc3)[nH]n2)c1 | -7.2%
90 | COc1cc(N/C=C2\CC(=O)NC(C)=C2C#N)cc(OC)c1OC | -2.9%
91 | O=C(Cn1c(=O)c2ccccc2n(CC(=O)Nc2ccc(F)cc2F)c1=O)NCCc1ccccc1 | -7.6%
92 | COc1ccc(S(=O)(=O)Nc2cccnc2)c(Cl)c1Cl | 1.9%
93 | Cc1ccc(CN2CCSc3ccc(C(=O)N4CCN(c5cc(C)ccc5C)CC4)cc32)cc1 | 9.1%
94 | COc1cccc(NC(=S)N(CCCN2CCOCC2)Cc2cn(C)c3ccccc23)c1 | -5.6%
95 | Cc1ccc(S(=O)(=O)NCC(=O)N2CCN(c3ccccc3F)CC2)cc1 | 7.2%
96 | O=C(Nc1cccc(-c2ccc(N3CCOCC3)nn2)c1)c1ccccc1Cl | -3.4%

Five entries already listed, ordered by heavy-atom count, rising:
cpd | SMILES | aSyn yeast rescue
89 | COc1cccc(-c2cc(C(=O)NCc3ccccc3)[nH]n2)c1 | -7.2%
95 | Cc1ccc(S(=O)(=O)NCC(=O)N2CCN(c3ccccc3F)CC2)cc1 | 7.2%
96 | O=C(Nc1cccc(-c2ccc(N3CCOCC3)nn2)c1)c1ccccc1Cl | -3.4%
93 | Cc1ccc(CN2CCSc3ccc(C(=O)N4CCN(c5cc(C)ccc5C)CC4)cc32)cc1 | 9.1%
91 | O=C(Cn1c(=O)c2ccccc2n(CC(=O)Nc2ccc(F)cc2F)c1=O)NCCc1ccccc1 | -7.6%

New compounds follow
cpd | SMILES | aSyn yeast rescue
97 | COc1cccc(OC)c1C(=O)NC(=S)Nc1ccc2c(c1)OCCO2 | 4.6%
98 | Cc1cc(C=O)c(C)n1-c1ccc(NC2CCCC2)c([N+](=O)[O-])c1 | -4.9%
99 | COc1ccc2oc(C(=O)CCC(=O)O)c(N)c2c1 | -2.2%
100 | CC(=O)Nc1ccc(S(=O)(=O)Nc2ccccc2C(=O)N2CCOCC2)cc1 | -14.2%
101 | CCC(C)c1ccc(S(=O)(=O)N2CCN(CC(O)COCC3CCCO3)CC2)cc1 (stereo not given) | 5.5%
102 | CCOc1ccccc1-c1noc(CSc2nnc(-c3ccccc3)n2-c2cccc(C)c2)n1 | 1.4%
103 | CCc1cccc(NC(=O)c2ccc3c(c2)N(Cc2cccc(Cl)c2)C(=O)c2ccccc2S3=O)c1 (stereo not given) | 9.4%
104 | CN(CC(=O)NCCc1ccc(S(N)(=O)=O)cc1)S(=O)(=O)/C=C/c1ccccc1 | 2.9%
105 | Cc1cccc(NC(=O)c2nc[nH]c2C(=O)N[C@H](C)CO)c1 | -2.3%
106 | CCc1ccc(NC(=O)c2sc(-n3nc(C)c(Cc4ccc5c(c4)OCO5)c3C)nc2C)cc1 | -7.8%
107 | Cc1ccc(N(C(=O)c2cnccn2)C(C(=O)NC2CCCCC2)c2ccc(O)cc2)cc1 (stereo not given) | 2.4%
108 | O=C(O)C1C=CCC(C(=O)O)C1 (stereo not given) | 0.5%
109 | CCCCn1c(N)c(N(CC)C(=O)c2cc(S(=O)(=O)N3CCCCCC3)ccc2OC)c(=O)[nH]c1=O | 5.8%
110 | O=C(NCc1ccccc1)C1CCCN(S(=O)(=O)c2cccc3nsnc23)C1 (stereo not given) | -3.9%
111 | CC(C)c1ccc(Nc2cc(C(=O)NCCCN(C)Cc3ccccc3)c3ccccc3n2)cc1 | -13.2%
112 | CCCNC(=O)Cn1c(=O)n(CC2CCC(C(=O)NC)CC2)c(=O)c2sccc21 (stereo not given) | 0.7%
113 | Cc1cccc(NC(=O)C2CCCN2S(=O)(=O)c2ccc3nc(-c4ccccc4)[nH]c3c2)c1 (stereo not given) | 6.3%
114 | CC(=O)N1Cc2ccccc2C(C)CC12CCCC2 (stereo not given) | 5.0%
115 | COc1ccccc1N1CCN(C(=O)Cn2c(=O)nc(-c3ccccc3)c3ccccc32)CC1 | -0.6%
116 | Clc1ccc(-c2noc3ncnc(NCCc4ccccc4)c23)cc1 | 3.4%
